proKLK7 act: activates the human kallikrein-7 zymogen | 0.9% of 370,000 active | activation, % at 7 µM | AID 652039 | purified proKLK7, EDANS-DABCYL substrate fluorescence; 100% is mature enzyme control, 0% vehicle;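 active means activation above the mean of all tested compounds plus 3 SD, computed per campaign excluding outliers beyond control limits, cut at about 13% in these data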
Target sequence (P49862 whole entry, looked up): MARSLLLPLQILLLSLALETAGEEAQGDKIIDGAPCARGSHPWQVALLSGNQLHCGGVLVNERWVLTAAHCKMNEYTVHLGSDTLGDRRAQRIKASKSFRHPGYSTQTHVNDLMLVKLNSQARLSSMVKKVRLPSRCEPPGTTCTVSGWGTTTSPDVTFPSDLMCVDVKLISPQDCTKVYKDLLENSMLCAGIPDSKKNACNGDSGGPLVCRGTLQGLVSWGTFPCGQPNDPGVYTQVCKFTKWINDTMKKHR
PRMT1 FP inh: PRMT1 (human) inhibition, primary screen | Q99873 | recombinant PRMT1, activity-based probe fluorescence polarization | inhibition, % at 2.79 µM | 1.3% of 370,000 active;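 active means inhibition above about 21% made by adding two undisclosed values, limit read from the data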
Tn7 DDE FP: inhibitors of Tn7 peptide binding to human fibrin DD(E) | FP displacement of FITC-Tn7 peptide from fibrin DD(E); 0% = median of compound wells per plate | inhibition, % at 8.3 µM | 0.13% of 370,000 active | P02675;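 active means inhibition above the mean of compounds falling within the control limits plus 3 SD of them, cut at about 14% in these data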;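 further: 0% = plate median of compound wells and 100% = 10 µM Aha-Tn7 peptide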
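Measure: % inhibition scaled between sample-field median and high-control FP; Test system: human fibrin DD(E); Quantity: 2 µM final DD(E) protein; Doses: one dose, 8.3 µM nominal; Schedule: compound with protein 10 min, then 3 h after probe, room temperature; Detection: fluorescence polarization; Medium: Tris buffer with calcium and detergent, pH 7.8.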
LEDGF integ inh: blocks HIV-1 LEDGF/p75-dependent DNA integration | TR-FRET IN-LEDGF/p75 DNA integration, Eu/Cy5 | inhibition, % at 3.7 µM | 0.64% of 370,000 active | AID 743269;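 active means inhibition above the screen-wide mean plus 3 SD, cut at about 13% in these data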;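 further: signal is the Cy5 over europium emission ratio at 671 and 618 nm; 0% = plate median of compound wells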
Tn6 DDE FP: inhibitors of Tn6 peptide binding to human fibrin DD(E) | Fibrin DD(E) TRITC-Tn6 fluorescence polarization displacement | inhibition, % at 8.3 µM | 0.21% of 370,000 active;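 active means inhibition above a per-campaign cutoff: mean of compounds within control limits plus 3 SD, cut at about 15% in these data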;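 further: 0% = median of all compound wells on the plate and 100% = blocking peptide control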
UHRF1 binding: UHRF1 methyl-DNA binding inhibition; UHRF1 binding to methylated oligo, TR-FRET; inhibition, % at 4.4 µM; 0.75% of 370,000 active; in the data active means inhibition above about 21%;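 further: UHRF1 SRA domain binding a hemimethylated CpG hairpin DNA probe; 0% = median of test compound wells and 100% = reference inhibitor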
MBD2 inh: blocks human MBD2 binding to methylated DNA | Q9UBB5 | TR-FRET, MBD2 binding to methylated oligonucleotide | inhibition, % at 4.4 µM | 0.31% of 370,000 active | AID 686964; in the data active means inhibition above about 13%
Target sequence (Q9UBB5 whole entry, looked up): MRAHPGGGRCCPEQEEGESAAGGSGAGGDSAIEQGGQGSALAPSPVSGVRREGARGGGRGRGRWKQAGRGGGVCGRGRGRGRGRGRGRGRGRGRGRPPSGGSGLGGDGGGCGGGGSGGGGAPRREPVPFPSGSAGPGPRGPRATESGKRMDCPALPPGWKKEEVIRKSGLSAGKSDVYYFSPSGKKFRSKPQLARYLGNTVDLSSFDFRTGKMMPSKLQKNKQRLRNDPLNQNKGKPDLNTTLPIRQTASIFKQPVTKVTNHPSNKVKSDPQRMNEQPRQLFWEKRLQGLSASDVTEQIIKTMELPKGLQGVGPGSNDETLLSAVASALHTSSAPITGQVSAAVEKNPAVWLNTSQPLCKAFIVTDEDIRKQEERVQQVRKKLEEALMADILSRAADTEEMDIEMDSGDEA
TCR-CD3 inh: human TCR-CD3 binding inhibition; TAMRA-labeled TCR probe fluorescence, biochemical; inhibition, % at 9.4 µM; 0.37% of 360,000 active; in the data active means inhibition above about 19%;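 further: recombinant mutant TCR 2C K166C tagged with TAMRA read by polarization; 0% = receptor in buffer alone and 100% = receptor with positive control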
SIAE primary: blocks human sialic acid acetylesterase. Q9HAT2. SIAE FP-Rh probe binding, fluorescence polarization. inhibition, % at 9.66 µM. 0.69% of 370,000 active;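 active means inhibition above a cutoff: mean of compounds within the control limits plus 3 SD of those, cut at about 17% in these data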;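 further: 0% = plate median of compound wells and 100% = probe without SIAE protein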
TDP2 inh: TDP2 (human) inhibition, absorbance primary screen | O95551 | recombinant TDP2, T5PNP hydrolysis, p-nitrophenol absorbance 415 nm | inhibition, % at 12.8 µM | 0.34% of 370,000 active | AID 720702;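 active means inhibition above the mean of all tested compounds plus 3 SD, set per campaign, cut at about 25% in these data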;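 further: 0% = DMSO with enzyme and 100% = buffer with substrate but no TDP2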
Target sequence (O95551 whole entry, looked up): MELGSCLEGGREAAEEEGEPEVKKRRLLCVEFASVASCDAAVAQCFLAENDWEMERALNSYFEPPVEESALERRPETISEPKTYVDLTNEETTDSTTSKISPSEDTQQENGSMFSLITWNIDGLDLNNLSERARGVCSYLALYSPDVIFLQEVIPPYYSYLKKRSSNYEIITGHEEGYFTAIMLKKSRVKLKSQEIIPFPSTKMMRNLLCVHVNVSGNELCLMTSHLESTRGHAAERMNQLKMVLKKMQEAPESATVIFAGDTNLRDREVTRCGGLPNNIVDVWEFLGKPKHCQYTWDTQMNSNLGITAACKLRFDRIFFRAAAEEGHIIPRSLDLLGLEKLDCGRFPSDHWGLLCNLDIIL
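Incubation: 2 h at 37 °C; Test system: recombinant human TDP2; Quantity: enzyme 120 nM; Read-out basis: percent inhibition; Medium: 50 mM Tris-HCl pH 7.5 with Mg2+, KCl, DTT, BSA; Repeats: single replicate; Compound: 12.8 µM single point, 1% DMSO; Signal: epi absorbance; Reagent: 5 mM T5PNP chromogenic substrate; Benchmarks: no-enzyme high, DMSO-plus-enzyme low.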
The depositor's hits bear a star; . = no result given.

SMILES	proKLK7 act	PRMT1 FP inh	Tn7 DDE FP	LEDGF integ inh	Tn6 DDE FP	UHRF1 binding	MBD2 inh	TCR-CD3 inh	SIAE primary	TDP2 inh
CC(C)=N/N=C(/c1ccc([N+](=O)[O-])cc1)C12CN3CN(CN(C3)C1)C2	0.6	-2	-10	2	-3	1	2	5	0	-16
Cc1cnc(NC(=O)CSc2nnc(Cc3ccccc3)n2C)s1	-0.1	0	5	-1	1	2	4	-7	1	4
C=CCN=C1CC(C)(C)CC(=O)/C1=C(/O)CCC(=O)OC	-0.4	0	-6	0	-6	3	-5	-7	1	-2
CCOc1ccccc1C(=O)NCC(=O)N1CCC(C)CC1	0.2	-1	-6	-4	-8	3	-4	1	4	1
COc1ccc(-n2cc(-c3ccccc3)[nH]c2=S)cc1	-0.7	19	-2	2	4	1	-4	1	1	-3
CCC[C@@H](/C=C/C(=O)OC(C)(C)C)Sc1ccc(OC)cc1	0.1	3	0	-6	-6	0	1	.	-2	6
Cc1ccc(C(=O)OCC(=O)N2CCC(C)CC2)cc1S(=O)(=O)N1CCCCC1	0.2	-2	1	2	-3	2	-3	3	3	-4
COCCN(C(=O)COC(=O)Cc1ccc(Cl)cc1)c1c(N)n(Cc2ccccc2)c(=O)[nH]c1=O	0.1	3	6	0	1	1	4	-11	-1	3
C=C1CCN([C@H](C(=O)NCc2ccc(Cl)c(Cl)c2)C(C)C)S(=O)(=O)c2ccccc21	1.0	0	8	-1	-1	-2	4	-3	-2	1
CCCC(=O)OC12CCCN(C1)/C(=C/c1cccc(N(C)C)c1)C2 (configuration not stated)	-1.1	2	0	-1	1	0	0	.	12	2
CCC(CC)C(=O)Nc1ccc(C)c(O)c1	-0.1	1	-2	0	-3	-2	-1	5	4	-4
O=C1NC2c3c(I)sc(I)c3C(=O)C2O1 (configuration not stated)	0.0	47*	12	1	-1	-5	3	5	2	3
Cc1ncoc1C(=O)Nc1ncc([N+](=O)[O-])s1	-0.1	39*	4	3	-2	0	-6	13	-16	-6
O=C1c2c(O)cc(O)cc2O[C@H](c2ccc(O)c(O)c2)[C@H]1O	1.1	1	3	23*	2	0	-6	-4	3	-17
COc1cc2c(cc1OC)C(NNC(=O)c1ccc(Br)o1)=NC(C)(C)C2	0.6	-1	-3	-2	10	-2	-1	3	0	-6
Cc1ccc(NC(=O)c2nc[nH]c2C(=O)N(C)CCO)cc1	0.1	2	-1	-3	-10	-1	0	4	11	7
COc1ccc(CCNC(=O)CCN2C(=O)COc3ccc(C)cc32)cc1OC	0.5	2	-5	0	-10	-1	0	-6	-3	5
CCS(=O)(=O)N1CCC(c2nc(-c3ccc(C(F)(F)F)cc3)no2)CC1	0.0	-2	-4	2	0	1	-1	0	3	-20
CCCCCCN1CCN(C2CN(CCc3ccccc3)S(=O)(=O)C2)CC1 (configuration not stated)	-0.4	-2	4	1	11	-2	-3	2	0	0
CCC(=O)Oc1ccc(C(=O)Nc2ccc3c(c2)OCO3)cc1	0.3	0	1	2	-2	-2	-2	1	1	-4

Full records, looked up by structure:
Results for C=C1CCN([C@H](C(=O)NCc2ccc(Cl)c(Cl)c2)C(C)C)S(=O)(=O)c2ccccc21 → proKLK7 act: 1.0; PRMT1 FP inh: 0; Tn7 DDE FP: 8; LEDGF integ inh: -1; Tn6 DDE FP: -1; UHRF1 binding: -2; MBD2 inh: 4; TCR-CD3 inh: -3; SIAE primary: -2; TDP2 inh: 1
Results for CCC(CC)C(=O)Nc1ccc(C)c(O)c1 → proKLK7 act: -0.1; PRMT1 FP inh: 1; Tn7 DDE FP: -2; LEDGF integ inh: 0; Tn6 DDE FP: -3; UHRF1 binding: -2; MBD2 inh: -1; TCR-CD3 inh: 5; SIAE primary: 4; TDP2 inh: -4

Continued.
SMILES	proKLK7 act	PRMT1 FP inh	Tn7 DDE FP	LEDGF integ inh	Tn6 DDE FP	UHRF1 binding	MBD2 inh	TCR-CD3 inh	SIAE primary	TDP2 inh
CCCNC(=O)c1ccc(-c2nn(C)c(=O)c3ccccc23)cc1	-0.2	-2	-3	3	1	4	3	-5	6	-13
CN1CCC(=NNC(=O)C(=O)NCc2ccccc2)CC1	-0.7	1	0	5	5	-1	-7	-7	3	-7
COc1ccccc1Nc1ccc(Nc2ccccc2OC)nn1	0.2	2	0	-7	-4	-1	0	-6	6	5
O=C(N/N=C\c1cc(Br)cs1)c1ccncc1	0.1	0	-3	-4	4	-1	4	-1	-2	9
COC(=O)c1c(NC(=O)CSc2nnc(-c3ccco3)n2C)sc(C)c1C	-0.2	1	0	4	-6	4	0	4	-1	3
O=C(CN1CCCCC1)Nc1cccc2c1OCO2	0.3	-4	2	-1	-8	-1	1	0	6	7
CC1CCN(S(=O)(=O)N2CCC(C(=O)NCCc3ccccc3)CC2)CC1	0.1	2	-3	-1	-1	1	-5	5	-2	2
CCOc1ccc(CNn2cnnc2)cc1	-0.1	-5	0	4	1	0	-6	1	0	-2
O=C(Nc1ccc(Oc2cccc(C(F)(F)F)c2)nc1)c1ccco1	-0.1	-1	-1	0	2	1	0	3	6	0
Cc1ccc(CCN2CC(C(=O)NCc3cccnc3)CC2=O)cc1 (configuration not stated)	0.3	-1	8	5	11	0	-6	-4	8	-12
CCn1c(SCC(=O)NCCc2ccccc2)nc2sc3c(c2c1=O)CCN(C)C3	-1.7	5	2	1	-1	-2	3	-1	2	12
COc1cccc(C(C(=O)NCC2CCCO2)N(CC2CCCO2)C(=O)CN2C(=O)c3ccccc3S2(=O)=O)c1 (configuration not stated)	0.2	6	1	3	-7	0	2	-3	2	-7
COc1cc(-c2coc3c(C(=O)NCc4ccccc4)cccc23)ccc1O	0.5	9	3	0	-3	-1	-2	-1	5	-3
COc1cc(CC(=O)OCC(=O)Nc2cccc([N+](=O)[O-])c2)cc(OC)c1OC	0.1	-2	-1	0	4	15	2	5	-3	-6
O=C(c1ccc2ccccc2c1)N1CCN(Cc2ccccc2)CC1	0.2	-1	-2	-3	-8	3	0	-7	-1	-7
CN1CCN(C(=O)c2ccc(Oc3ccc([N+](=O)[O-])cc3)cc2)CC1	0.3	-2	3	-3	-2	0	3	9	-3	-4
CCOC(=O)C1CCN(C(=O)c2c(-c3c(Cl)cccc3Cl)noc2C)CC1	-0.6	3	-1	1	-7	1	-3	-1	4	0
CCCn1c2ccccc2c2nnc(SC(CC)C(=O)Nc3cc(C)on3)nc21 (configuration not stated)	-0.6	-3	-2	-3	8	-3	-2	0	11	7
C#CCOCCOCCOCCNc1nc(N2CCN(C(=O)[C@H]([C@@H](C)O)n3cc(CCCCN)nn3)CC2)nc(N2CCN(C(=O)[C@H]([C@@H](C)CC)n3cc(CCCN=C(N)N)nn3)CC2)n1	0.2	2	2	3	-3	7	6	-6	5	0
Nc1nc(-c2ccccc2)cc(-c2ccccc2O)n1	0.7	-1	-1	1	-2	-2	1	-3	-4	2
COc1ccc(-c2nc3ccccc3nc2-c2ccccc2)cc1OC	3.2	-1	1	1	2	2	-3	-2	-6	5
O=C(Cc1ccccc1)NC(=S)Nc1ccc(N2CCCCC2)cc1	0.8	6	2	-5	-5	7	8	-3	6	-4
Cc1cc(C(F)F)n2ncc(C(=O)NCc3ccc(F)cc3)c2n1	0.6	-4	8	4	-4	3	-6	-2	-4	-16
Cc1ccc(OCc2nnc(SCC(=O)NCc3ccco3)n2C)cc1	0.4	-1	3	-3	1	-2	4	1	-5	5
O=C(Nc1ccc(NS(=O)(=O)c2ccccc2)cc1)c1ccc(Cl)cc1	-0.4	-5	-3	2	-4	-2	1	-6	-43	-7
C[C@H]1COc2cccc(N3CCC[C@H]3CO)c2S(=O)(=O)N1	0.6	-4	-3	-1	-7	3	-3	6	-2	6
Cc1ccc(C(=O)N/C(=C/c2cccc([N+](=O)[O-])c2)C(=O)NCC2CCCO2)cc1 (configuration not stated)	-0.3	1	5	-5	4	2	1	-1	-5	1
O=C(NCCCN1CCOCC1)c1cc(-c2ccc(F)cc2)on1	-0.1	-1	11	-3	1	-5	-6	3	-5	4
CCCOCn1cc(F)c(=O)[nH]c1=O	0.0	-2	3	-2	1	0	-1	2	4	2
Cc1cc(=O)oc2cc(OCC(=O)N3CCOCC3)c(Cl)cc12	18*	2	-7	-3	-2	-1	1	-2	-8	1
O=[N+]([O-])c1ccc(N/N=C/c2cccs2)nc1	-0.1	-5	4	-2	0	-8	-5	-5	1	-7
COc1ccc(N2C(=O)CC(SCCc3nc4ccccc4[nH]3)C2=O)cc1 (configuration not stated)	-0.3	26*	-3	6	-5	0	-1	4	2	-7
CC(=O)N/C(=N/c1nc(C)cc(C)n1)Nc1ccc(F)cc1F	-0.3	2	-3	3	12	1	-3	6	2	-12
Cc1ccc2c(c1)NC(=O)C(CC(=O)NCCCN1CCCCC1)O2 (configuration not stated)	0.3	1	4	-2	8	-2	0	2	5	1
Cc1cccc(N2CCN(C(=O)CCS(=O)(=O)c3ccc4c(c3)oc(=O)n4C)CC2)c1C	0.3	-4	2	1	-4	0	-4	2	2	-21
CCc1ccc(-c2nc(CS(=O)CC(=O)NCc3ccc4c(c3)OCO4)c(C)o2)cc1 (configuration not stated)	0.1	3	3	-2	-11	0	1	-4	1	6
O=C(Cc1cccc(NC(=O)C2CCN(C(=O)CCc3ccccc3)CC2)c1)Nc1cccc(C(=O)N2CCCC2)c1	-0.1	2	0	1	-1	-2	2	-4	-1	7
COc1ccc(C(=O)CSc2ncnc3nc[nH]c23)cc1	-0.3	3	6	-4	-1	1	2	-5	1	6
CC(C)OC(=O)c1cc2ccccc2oc1=O	-0.1	-3	1	-2	0	-2	3	5	3	-4
CN(C)S(=O)(=O)c1cccc(NC(=O)c2cc3c(cc2Cl)N2CCCCCC2=NS3(=O)=O)c1	0.3	1	-5	5	0	-3	0	3	-5	-1
O=C(OCc1nc2ccc(Cl)cc2n1CCO)c1ccc(O)cc1	-0.6	-1	-9	0	-9	0	0	2	-4	2
O=C(/C=C1\OCc2ccccc21)c1ccccc1	0.8	-2	3	5	0	-2	-7	-7	2	-4
NC(=O)NC(=O)c1nccnc1C(=O)O	0.9	3	6	2	1	-2	1	-2	11	14
O=C(NC1CCCCC1)C(c1cccnc1)N(C(=O)c1csnn1)c1ccc(F)cc1 (configuration not stated)	-0.3	-1	3	1	8	6	-3	6	0	-10
COc1ccc(Nc2c(-c3ccco3)nc3ccc(C)cn23)cc1	-6.1	5	2	-4	-6	-2	3	-2	7	6
COc1cccc(/C=C(/CC(=O)Nc2ccc(N3CCOCC3)cc2)c2nc3ccccc3s2)c1	-0.6	0	3	1	0	-3	-4	-1	15	2
CC(=O)c1ccc(NC(=O)NC2CCCCCCC2)cc1	0.5	0	5	-1	-2	-1	-7	1	2	-1
COc1ccc(Nc2nc(NCc3ccco3)nc(N3CCOCC3)n2)cc1	0.0	4	2	-9	-3	1	-2	-1	-1	-9
COc1cc(S(=O)(=O)Nc2cccc(C)c2)ccc1NC(=O)c1ccncc1	0.6	-1	-2	-1	3	1	3	-2	13	6
CCOc1ccc(OCCC(=O)OCC(=O)Nc2cc(OCC)c(N3CCOCC3)cc2OCC)cc1	0.2	1	5	0	3	1	-3	-7	10	6
COC(=O)c1cc(OC)c(OC)cc1NC(=O)c1cccc(C)c1	-0.1	5	8	-6	-2	5	4	-3	-4	0

Screening data from PubChem BioAssay.
